# SF-1 act – activators of human SF-1, primary screen, cell-based, CHO-K1, Gal4-SF-1 LBD, luciferase luminescence | CHO-K1 Gal4-SF-1 LBD luciferase reporter; % increase over DMSO SF-1-specific signal | activation, % at 10 µM | 65,000 tested, 1.9% active | AID 522, 2006;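 active means activation above the mean activation of all tested compounds plus 3 SD, cut at about 50% in these data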
#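 Test system: transient Gal4-SF-1 LBD reporter, CHO-K1; Amount: 4,000 CHO-K1 cells per well; Doses: 10 µM only; Timing: compound exposure 20 h at 37 °C; Signal: luciferase light emission; Read-out basis: percent activation relative to DMSO median and mock-transfected background; Control set: DMSO negative control and −SF1 background wells; Replicates: one test per compound.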
# S1P3 ag – human S1P3 receptor agonists, primary screen, cell-based, primary and confirmation, NFAT-BLA reporter; AID 373, 2006; S1P3 NFAT-BLA reporter cells, agonism, FRET ratio; relative to 1 µM S1P, basal subtracted; activation, % at 4.5 µM; Sphingosine 1-phosphate receptor 3 (Homo sapiens), Q99500; 60,000 tested, 0.1% active;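 active means activation above the screen-wide mean plus 3 SD, cut at about 4.5% in these data, passing the limit was not always enough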; further: some compounds called inactive have numbers as strong as hits
#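 Benchmarks: high control 1 µM S1P / System: stable CHO line with human S1P3, Gα16, NFAT-BLA reporter / Dosing: single compound concentration, 4.5 µM final / Timing: 4 h compound at 37 °C, 2 h substrate at RT / Measured by: FRET β-lactamase substrate fluorescence, excitation 405 nm, 460/535 nm emission ratio, background-subtracted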
# RORa activator – activators of orphan receptor RORA, primary screen, cell-based, luminescence. Nuclear receptor ROR-alpha (Homo sapiens), P35398. activation, % at 10 µM. 65,000 tested, 1.5% active. CHO-K1 Gal4-RORA LBD luciferase reporter; percent increase over mock-subtracted basal signal;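 active means activation above the mean of all tested compounds plus 3 SD, cut at about 49% in these data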;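 further: 0% = DMSO-treated RORA cells and 100% = added signal equal to DMSO minus mock-transfected cells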
# 5HT1a antag – human 5-HT1a receptor antagonists, primary screen, cell-based, CHO, Ga15 NFAT-bla reporter; 5-hydroxytryptamine receptor 1A (Homo sapiens), P08908; CHO 5-HT1a Ga15 NFAT-bla reporter, antagonist mode; inhibition, % at 10 µM; 62,000 tested, 0.68% active; AID 612, 2007;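 active means inhibition above the mean of all tested compounds plus 3 SD, cut at about 43% in these data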;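 further: receptor stimulated by 5-CT agonist at 100 nM near EC80; beta-lactamase reporter measured by ratiometric fluorescence of a cleavable substrate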
# 5HT1E antag – 5-HT1E receptor antagonists, primary screen, cell-based, HTS; 5-hydroxytryptamine receptor 1E (Homo sapiens), P28566; CHO 5-HT1E Ga15 NFAT-bla reporter, FRET, antagonist; inhibition, % at 6 µM; 65,000 tested, 0.99% active; AID 571, 2007;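 active means inhibition above a set limit, the mean inhibition across every tested compound plus 3 SD, cut at about 29% in these data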;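 further: signal is the 460 over 535 nm emission ratio of beta-lactamase substrate; 0% = agonist plus DMSO wells and 100% = wells without agonist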
# tolC growth inh – growth inhibitors of E. coli tolC mutant, primary screen, strain BW25113 ΔtolC::kan, 384-well. OD615. growth inhibition, % at 10 µM (by protocol). 65,000 tested, 2.2% active. AID 573, 2007;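 active means growth inhibition at or above a cutoff equal to the mean over every tested compound plus 3 SD, cut at about 60% in these data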;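 further: growth measured after 20 h incubation at 37 °C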
#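 Doses: one dose of 10 µM final / Material: E. coli BW25113 ΔtolC::kan, tolC deletion mutant strain / Buffer or medium: LB with kanamycin 50 µg/mL / Evaluation: percent growth inhibition / Detection: optical density read at 615 nm / Incubation: 37 °C, 20 h exposure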
# S1P1 ag pot – S1P1 agonists and agonism potentiators, primary screen, cell-based, primary and confirmation screens, CRE-bla reporter; 56,000 tested, 0.57% active; Sphingosine 1-phosphate receptor 1 (Homo sapiens), P21453; S1P1 CRE-bla cells, forskolin, beta-lactamase FRET, potentiator mode; S1P1 agonist co-added at EC20, 2 nM; 100% = saturating reference agonist, 0% = basal; activation, % at 9.5 µM;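 active means activation above a cutoff set at the mean activation of all tested compounds plus 3 SD, cut at about 54% in these data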;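 further: forskolin at 4 µM as EC80 and the EC20 agonist is SEW2871; 100% = SEW2871 at its EC100 plus forskolin at EC80; some compounds past the cut are filed as inactive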
# 5HT1E ag – 5-HT1E receptor agonists, primary screen, cell-based, HTS; CHO 5-HT1E Ga15 NFAT-bla reporter, FRET; 0% DMSO wells, 100% control agonist wells; AID 574, 2007; 65,000 tested, 0.69% active; 5-hydroxytryptamine receptor 1E (Homo sapiens), P28566; activation, % at 6 µM;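 active means activation above a set limit, the screen-wide mean activation plus 3 SD, cut at about 8.5% in these data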;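 further: 100% = positive control agonist at 1 µM giving full maximal response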
# AP ELISA ortho – alternative complement pathway inhibitors, primary screen, biochemical, ELISA, human serum, orthogonally pooled compounds; inhibition, % at 5 µM; LPS-coated ELISA, C3 deposition; tested in compound mixtures; 62,000 tested, 0.08% active;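 active means inhibition above 30% in each of the two pooled mixtures holding the compound, so the lower value exceeds 30%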;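 further: 0% = serum in Mg-EGTA without compound and 100% = EDTA serum blank; some compounds past the cut are filed as inactive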
#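 Test system: human serum complement alternative pathway, C3 deposition onto LPS / Medium: Mg2+-EGTA GVB++ buffer containing human serum at 1:15 dilution / Probe or stimulus: Plate-bound LPS / Times: 1 h at 37 °C / Signal: ELISA with HRP anti-human C3 antibody, TMB substrate, absorbance 450 nm / Measure: percent inhibition / Repeats: two pool placements per compound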
# * hit, by the source's call; . = no result given.
SMILES,SF-1 act,S1P3 ag,RORa activator,5HT1a antag,5HT1E antag,tolC growth inh,S1P1 ag pot,5HT1E ag,AP ELISA ortho
CCN(CC)S(=O)(=O)c1ccc(NS(=O)(=O)c2cccc(C)c2)cc1,0,-0.3,-12,4,16,24,8,0.1,11
COC1(OC)N=C(N)C2(C#N)C(c3ccc(F)cc3)C12C#N (centres undefined),1,-0.9,4,-7,-6,4,-14,1.5,-1
CCOc1ccc(S(=O)(=O)Nc2ccccc2C(=O)Nc2ccccc2N2CCOCC2)cc1,-5,-0.1,-2,0,5,27,21,-0.4,11
CN(C)c1ccc(-c2noc(C3CCN(S(=O)(=O)c4ccc(C(=O)O)cc4)CC3)n2)cc1,-3,.,20,0,11,17,.,-0.9,17
Cn1c2c(c(=O)n(C)c1=O)C(c1ccccc1OC(F)F)C1=C(CCCC1=O)N2 (centres undefined),9,-0.5,-10,-5,3,-13,-5,0.4,6
CCOc1ccc(NCc2nnc(SCC(=O)Nc3cc(C)on3)n2-c2ccc(OC)cc2)cc1,-14,-0.4,-15,15,-1,-4,-4,0.9,12
CCCC(=O)n1nc(-c2ccc(OC)cc2)nc1N,-4,0.0,32,0,24,-1,.,-1.9,18
Cc1cc(C)n(-c2nc3c(c(=O)[nH]c(=O)n3C)n2CC(O)c2ccccc2)n1 (centres undefined),-11,-0.6,23,9,-3,-1,1,0.9,0
Cc1ccc(NC(=O)c2ccc(S(=O)(=O)N3CCCC3)cc2)cc1,2,-1.3,10,-9,-1,7,18,-0.7,.
O=C(O)CSCC(=O)Nc1cc(C(F)(F)F)ccc1Cl,0,0.5,2,-6,-5,-20,-3,0.0,-1

# Grouped by structure, the compounds so far with a carbonyl joined to an NH by a bond outside any ring
SMILES,SF-1 act,S1P3 ag,RORa activator,5HT1a antag,5HT1E antag,tolC growth inh,S1P1 ag pot,5HT1E ag,AP ELISA ortho
CCOc1ccc(S(=O)(=O)Nc2ccccc2C(=O)Nc2ccccc2N2CCOCC2)cc1,-5,-0.1,-2,0,5,27,21,-0.4,11
CCOc1ccc(NCc2nnc(SCC(=O)Nc3cc(C)on3)n2-c2ccc(OC)cc2)cc1,-14,-0.4,-15,15,-1,-4,-4,0.9,12
Cc1ccc(NC(=O)c2ccc(S(=O)(=O)N3CCCC3)cc2)cc1,2,-1.3,10,-9,-1,7,18,-0.7,.
O=C(O)CSCC(=O)Nc1cc(C(F)(F)F)ccc1Cl,0,0.5,2,-6,-5,-20,-3,0.0,-1

# Further results follow:
SMILES,SF-1 act,S1P3 ag,RORa activator,5HT1a antag,5HT1E antag,tolC growth inh,S1P1 ag pot,5HT1E ag,AP ELISA ortho
COc1ccc(-c2cc(C(=O)NCc3ccccc3)no2)cc1OC,4,-0.7,10,5,11,-5,16,-0.2,15
CCOC(=O)C1CCN(C(=O)Nc2ccc(Cl)cc2Cl)CC1,-12,-0.3,-10,-10,-3,-4,.,-0.3,18
COCCN1Cc2cccc(C(=O)Nc3cccc(OC)c3)c2C1=O,-3,0.5,-23,-15,-6,-12,-7,-0.3,1
Cc1cc(C)nc(NS(=O)(=O)c2ccc(NC(=O)c3ccco3)cc2)n1,-8,-0.8,16,-1,1,-6,.,0.3,13
COc1cccc(-c2nc(CS(=O)CC(=O)NCc3ccccc3Cl)c(C)o2)c1 (centres undefined),-11,0.3,1,10,2,10,9,-0.1,19
COc1ccccc1-n1c(=S)sc2c(=O)n(Cc3ccco3)c(SC)nc21,4,.,-2,10,8,23,.,-0.1,2
Cc1[nH]n(-c2ccccc2)c(=O)c1S(=O)(=O)c1ccccc1,10,.,7,11,-4,17,.,0.1,4
Cc1ccc(CN2C(=O)CCC2C(=O)NCCN2CCOCC2)cc1 (centres undefined),-2,-0.3,-6,1,2,-13,-5,-0.4,9
CCC(=O)Nc1ccccc1-c1nnn(CC(=O)N2c3ccccc3CC2C)n1 (centres undefined),-20,.,-12,1,6,11,.,-0.2,14
O=C(Nc1ccccc1-c1nnn(CC(=O)N2CCCc3ccccc32)n1)c1ccco1,-18,-2.2,-18,7,-8,20,-3,0.1,-7
CNC(=O)c1ccc(OCc2ccccc2)c(OC)c1,16,-0.3,-5,-1,2,7,2,-0.1,5
CC(=O)c1cccc(N(CC(=O)N2CCCC2)S(C)(=O)=O)c1,3,-0.8,-10,-6,-3,2,.,0.2,-2
CCOC(=O)c1c(NC(=O)c2nn(CC)cc2Br)sc(C)c1C,-29,-0.5,4,-9,24,-4,-57,-0.1,4
Cn1c(=Nc2ccc(N3CCOCC3)cc2)ccc2ccccc21,13,-0.1,-11,16,-1,-13,-37,-0.2,4
CN(C(=O)c1cccnc1)c1nc(-c2ccccc2)cs1,32,-0.6,32,-1,-6,-7,9,0.4,4
COc1ccc(C)cc1NC(=O)c1cc2c(C)nc3ccccc3c2o1,-9,-0.8,-1,-14,0,-1,-22,-0.6,18
COc1[nH]c(/N=C/c2ccccc2)c(C#N)c1C#N,-14,0.3,0,1,3,-13,3,0.1,-4
Cc1cc(Nc2cc(F)ccc2C)n2ncnc2n1,-3,-0.7,13,9,8,-8,-16,0.0,1
CC(=O)Nc1ccc(NS(=O)(=O)c2ccc(Cl)c(C(=O)O)c2)cc1,30,-0.5,5,2,-9,-14,.,0.1,1
Cc1cc(Cl)ccc1OCCCC(=O)N1CCN(C(=O)c2ccco2)CC1,-9,-1.0,-5,0,-5,42,4,0.8,-1
COC(=O)COc1ccc(S(=O)(=O)NCc2cccnc2)cc1C,-3,-0.6,8,-5,-6,-3,.,0.0,-1
O=C1Nc2ccccc2C(O)(C(=O)NC2CC2)N1c1ccc(Cl)c(Cl)c1 (centres undefined),-5,.,-1,-10,3,13,.,-0.8,8
O=C(c1ccc(Cl)cc1)C1CCN(C(=O)N2CCOCC2)CC1,-11,0.5,-13,-2,-7,-10,-2,-1.4,4
CCOc1ccc2nc(S(N)(=O)=O)sc2c1,-5,-3.5,3,.,-4,5,-11,-1.0,-5
COc1cc(NC(=O)c2cccc(Cl)c2)c(OC)cc1NC(=O)CN1CCOCC1,-18,-0.3,-22,-8,-14,2,-47,2.2,2
CCCc1nc2ccccc2c(=O)n1/N=C/c1c(C)[nH]n(-c2ccc(C)cc2)c1=O,25,0.2,-8,4,2,41,-17,-0.6,13
O=C1c2ccccc2C(=O)N1CCN1CCOCC1,0,-0.4,6,4,12,-10,5,-1.0,21
O=C(CSc1nnc(-c2ccccn2)n1Cc1ccco1)c1ccccc1,-5,.,38,10,18,4,.,-0.8,-4
CCCCC(NC(C)=O)c1nc2ccccc2[nH]1 (centres undefined),-3,0.5,5,-1,-10,-11,-2,0.5,19
CCOc1cccc(C2C(C#N)=C(N)Oc3cc(C)n(Cc4ccccn4)c(=O)c32)c1OCC (centres undefined),15,-0.1,-5,-8,-8,-13,-22,0.3,12
CCCCc1ccc(NC(=O)OC)cc1,3,-0.7,18,-20,2,8,.,0.6,10
N#Cc1c(-n2cccc2/C=N/O)sc2c1CCCC2,-1,0.8,9,2,0,46,17,0.0,16
COc1cccc(N(C(=O)Cn2nnc3ccccc32)C(C(=O)NCc2ccco2)c2cccnc2)c1 (centres undefined),-5,-0.5,10,-10,-7,-4,1,0.0,8
CC1=CC(C)C(/C=N/n2cnnc2)C(C)C1 (centres undefined),9,0.1,-3,-14,-6,-9,-28,0.1,3
N#Cc1nc(COc2ccc(F)cc2)oc1N1CCCC1,-11,.,0,-4,1,22,.,1.5,5
O=S(=O)(NCCSc1ccccc1)c1ccc(F)cc1,-3,0.2,-15,-5,3,31,4,0.1,-13
COc1ccccc1C1NC(=O)NC(C)=C1C(C)=O (centres undefined),0,-0.3,12,4,-8,-28,4,-0.8,-4
O=c1cc(CO)oc(CN2CCN(c3ccccc3)CC2)c1O,0,-0.7,-7,-3,7,-12,-2,3.5,15
CCOC(=O)C1=C(C)N=C2SC(C)C(=O)N2C1c1ccc(OCC)c(OCC)c1 (centres undefined),23,0.6,-14,2,7,-2,1,-0.5,6
Cc1nc2ncnn2c(C)c1CCC(=O)NCc1ccco1,-2,-0.6,2,14,1,-1,-9,0.5,4
C=CCn1c(C)cc(C(=O)COC(=O)C2CC(=O)N(Cc3ccccc3)C2)c1C (centres undefined),-1,0.1,-12,-6,0,8,12,0.5,-1
O=C(Nc1cccc(F)c1)NC1CCCCC1,30,-1.0,34,21,11,18,19,-1.1,10
c1ccc2cc3[nH]c(CN4CCOCC4)nc3cc2c1,32,-1.1,6,-8,-7,2,-5,0.0,.
Cn1c(C(=O)N2CCc3ccccc3C2)cc2oc3ccccc3c21,57*,-0.1,22,-4,-1,69*,111,-0.3,9
CCOC(=O)c1oc2ccc(S(=O)(=O)N3CCOCC3)cc2c1C,13,.,-4,-2,4,-12,.,0.2,5
COc1cccc(-c2nc(CS(=O)CC(=O)NCCCOC(C)C)c(C)o2)c1 (centres undefined),10,-1.1,2,13,-2,2,-2,-1.5,2
COC(=O)c1c(NC(=O)c2ccc(S(=O)(=O)N3CCOCC3)cc2)sc2c1CCN(C)C2,2,0.0,19,-2,6,1,-8,2.6,-4
CCOc1cc2nc(-c3ccc(OC)c(OC)c3)nc(N3CCOCC3)c2cc1OC,27,-1.9,16,.,0,2,-54,-0.1,.
O=C(c1c[nH]c2ccccc12)C(O)C(c1ccccc1)N1CCOCC1 (centres undefined),-6,-1.1,-4,18,5,-2,-6,-0.1,15
COc1ccc(NC(=O)C2C(=O)N(C)C3(C)CC2c2ccccc2O3)cc1 (centres undefined),-3,-1.0,-6,-3,-1,-20,4,-0.4,5
O=C(O)C1=C(C(=O)N2CCN(C(=O)c3ccco3)CC2)CCCC1,-2,-2.0,-5,8,5,-10,7,1.6,-6

# Source: PubChem (several laboratories)
